Screening results deposited in PubChem by several laboratories.
SUMO1-SIM PPI – modulators of human SUMO1-mediated protein-protein interactions. AID 602429. SUMO1 binding to a labelled peptide, TR-FRET, 1 h. hit rate 0.33% among 360,000. inhibition, % at 20 µM; in the data active means inhibition above about 37%
LMPTP block – blocks human LMPTP phosphatase | AID 651560 | P24666 | hit rate 0.22% among 360,000 | recombinant LMPTP-A, OMFP fluorogenic substrate, fluorescence intensity | inhibition, % at 20 µM;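 active means compounds that cut the enzyme signal by at least half of the control window in the single-dose screen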;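 further: plate controls were DMSO wells with enzyme plus substrate for no effect and substrate without enzyme for full effect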
Target sequence (P24666 whole entry, looked up): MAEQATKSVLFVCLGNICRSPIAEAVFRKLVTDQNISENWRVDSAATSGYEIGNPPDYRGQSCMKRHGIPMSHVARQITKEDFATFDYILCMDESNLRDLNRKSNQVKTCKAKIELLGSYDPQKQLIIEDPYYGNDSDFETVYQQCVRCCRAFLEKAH
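Test system: LMPTP-A, protein tyrosine phosphatase of low molecular weight; Input: 0.625 nM enzyme; Incubation: 50 min dark incubation at room temperature; Signal: endpoint fluorescence intensity from OMFP dephosphorylation; Read-out basis: % inhibition versus control wells.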
Neddylation inh – inhibitors of human cullin neddylation | P61081+Q13564 | TR-FRET cullin neddylation, biochemical | calls only at 25 µM | hit rate 0.58% among 360,000 | AID 651699; in the data active means inhibition above about 36%
SKN-1 inh – C. elegans SKN-1 inhibition; C. elegans VP596 Pgst-4::GFP/RFP ratio, acrylamide-induced, 24 h; inhibition, % at 21.8 µM; AID 624304; hit rate 0.49% among 360,000;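 active means interference check ratio from 0.5 to 1.5 plus GFP to RFP signal ratio inhibition reaching or exceeding a fixed threshold, cut at about 30% in these data, passing the limit was not always enough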; further: some compounds called inactive have numbers as strong as hits
DNMT1 block – DNMT1 (human) enzyme inhibition; hit rate 0.83% among 360,000; P26358; AID 588458; DNMT1 molecular beacon, Hinp1I cleavage, fluorescence; inhibition (reported as % activation of signal), % at 10 µM; in the data active means inhibition above about 50%
TbMetRS inhib – blocks T. brucei methionyl-tRNA synthetase activity; purified T. brucei MetRS, ATP depletion, Kinase-Glo luminescence; inhibition, % at 11.9 µM; hit rate 0.4% among 360,000;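 active means inhibition above a per-plate cutoff of the control wells' mean inhibition plus 3 SD, cut at about 5.5% in these data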;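 further: 0% = DMSO wells median and 100% = median of wells with control inhibitor compound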
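Test system – parasite MetRS enzyme · Reagent – substrates ATP, L-methionine and bulk Escherichia coli tRNA · Doses – 11.9 µM compound single dose, 0.9% DMSO · Times – 15 min enzyme-compound preincubation, 2 h reaction, 10 min detection, 25 °C · Signal – Kinase-Glo luminescence, ATP depletion format · Controls – DMSO-only wells as low control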
CendR NRP1 mod – modulators of CendR peptide binding to human neuropilin-1; O14786; FAM-RPARPAR peptide binding to NRP-1, fluorescence polarization; inhibition, % at 25 µM; hit rate 0.85% among 360,000;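 active means inhibition or corrected inhibition above about 18%, plus a signal ratio from 0.5 to 1.5, limit read from the data, passing the limit was not always enough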; further: strong numbers were not always called active
Target sequence (O14786 whole entry, looked up): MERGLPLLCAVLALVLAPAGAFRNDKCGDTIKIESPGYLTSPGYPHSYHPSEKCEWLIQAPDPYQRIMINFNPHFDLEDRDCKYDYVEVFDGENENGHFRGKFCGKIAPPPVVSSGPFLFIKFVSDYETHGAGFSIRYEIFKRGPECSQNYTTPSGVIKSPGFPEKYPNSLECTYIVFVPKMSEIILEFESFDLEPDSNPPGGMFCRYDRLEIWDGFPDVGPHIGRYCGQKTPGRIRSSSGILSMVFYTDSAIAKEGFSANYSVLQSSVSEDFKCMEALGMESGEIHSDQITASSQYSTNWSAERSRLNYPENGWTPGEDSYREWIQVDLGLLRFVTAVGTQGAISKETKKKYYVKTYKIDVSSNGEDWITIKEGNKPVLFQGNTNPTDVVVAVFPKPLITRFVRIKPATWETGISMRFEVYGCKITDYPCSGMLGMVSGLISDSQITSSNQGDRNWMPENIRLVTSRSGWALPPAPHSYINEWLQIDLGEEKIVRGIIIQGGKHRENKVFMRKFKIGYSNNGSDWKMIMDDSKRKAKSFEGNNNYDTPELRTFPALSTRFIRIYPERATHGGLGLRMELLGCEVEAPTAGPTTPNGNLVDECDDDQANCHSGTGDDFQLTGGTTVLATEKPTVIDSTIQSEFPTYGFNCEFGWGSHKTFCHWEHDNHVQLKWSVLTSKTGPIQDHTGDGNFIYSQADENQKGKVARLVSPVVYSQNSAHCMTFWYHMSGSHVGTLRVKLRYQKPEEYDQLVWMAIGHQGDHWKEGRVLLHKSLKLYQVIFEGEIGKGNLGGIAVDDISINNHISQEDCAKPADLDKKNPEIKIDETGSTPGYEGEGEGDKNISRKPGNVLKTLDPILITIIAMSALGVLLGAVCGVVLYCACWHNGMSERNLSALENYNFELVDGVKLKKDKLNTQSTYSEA
Scp1 inh – inhibitors of human Scp-1 phosphatase | Recombinant Scp1, phosphopeptide, malachite green phosphate absorbance | inhibition, % at 20 µM | hit rate 0.88% among 340,000 | AID 493091;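 active means inhibition above about 50% at 20 µM, limit read from the data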;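 further: plate controls were DMSO wells with enzyme for no effect and wells lacking enzyme for full effect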
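Times: enzyme reaction 45 min at room temperature, colour 5 min, stabilisation 30 min. Material: SCP-1 catalytic fragment, aa 76-261. Medium: Acidic Tris acetate buffer with magnesium and detergent. Signal: colorimetric free-phosphate detection, absorbance 630 nm. Read-out basis: % inhibition of SCP-1 phosphate liberation. Reagent: Phosphorylated 17-residue peptide substrate.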
NadD inh – inhibitors of Staphylococcus aureus NadD | inhibition, % at 20 µM | hit rate 0.78% among 360,000 | AID 602399 | purified NadD enzyme, colorimetric absorbance read-out; in the data active means inhibition above about 26%; further: some compounds past the cut are filed as inactive
STEP block – STEP (human) phosphatase inhibition; P54829; recombinant STEP, OMFP fluorogenic substrate, fluorescence; inhibition, % at 20 µM; hit rate 0.25% among 360,000;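 active means inhibition at 20 µM, scaled per plate between control wells, above about 37%, limit read from the data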;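 further: 0% = DMSO with enzyme and substrate and 100% = substrate only without enzyme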
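System: STEP (striatal-enriched tyrosine phosphatase) enzyme, cell-free; medium: Bis-Tris pH 6.0 buffer with DTT, detergent; dosing: 20 µM, 1% DMSO; times: reaction 20 min, ambient temperature; detection: fluorescence, 480/540 nm; read-out basis: normalized % inhibition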
* = called active by the depositor; i = inactive; . = no result given.

1) COc1ccc(-c2ccc3oc(-c4ccsc4)c(-c4ccc(OC)cc4)c3c2)cc1
2) CC(C)(C)N1C(=O)[C@H]2[C@@H](c3ccc(Br)cc3)N3C(=O)N(c4cccc(Br)c4)C(=O)[C@@]3(Cc3ccccc3)[C@H]2C1=O
3) S=C(NCC1CCCO1)N1CCN(c2nc(-c3ccccc3)cs2)CC1 (stereo not drawn)
4) Cc1ccc(Oc2cc(NC(=O)CCCn3nc(C)c([N+](=O)[O-])c3C)cc([N+](=O)[O-])c2)cc1
5) CCn1cc(C(=O)NC2CCCCC2)c(=O)c2ccc(C)nc21
6) C=CCNC(=S)NNC(=O)C(CCCC)CC(O)COCC(C)C (stereo not drawn)
7) Cc1cccc(C(=O)Nc2ccc(C(=O)N/N=C/c3cccnc3)cc2)c1
8) O=[N+]([O-])c1ccc(Cl)cc1Sc1cccc2cccnc12
Assay by compound	1	2	3	4	5	6	7	8
SUMO1-SIM PPI	1	2	-6	-11	0	1	3	-9
LMPTP block	0.6	1.2	0.2	4.8	-0.2	-1.3	-1.0	-0.9
Neddylation inh	i	i	i	i	i	i	i	i
SKN-1 inh	12	6	11	6	18	-1	2	-6
DNMT1 block	10	-10	-7	-12	2	0	1	-2
TbMetRS inhib	-0.1	-0.1	-0.1	0.1	-0.2	-0.9	-0.7	-1.1
CendR NRP1 mod	6	-5	-2	-2	-7	-2	-1	7
Scp1 inh	3	-9	3	-17	0	-4	-8	4
NadD inh	6	28	-5	-6	-1	-2	-4	0
STEP block	-1	-7	-1	1	-1	0	-3	6

9) COC(=O)c1ccc2nc(-c3ccc(F)cc3)c(Cc3ccsc3)n2c1
10) N[C@@H](Cc1ccccc1)C(=O)N1CCC(C(=O)NCC(=O)Nc2ccc(F)cc2)CC1
11) C/C(Cc1ccccc1)=N\NC(=O)CNC(=O)c1ccc(C(C)(C)C)cc1
12) Cc1ccccc1C(=O)N1CCC(C(=O)NC2CCCCC2)CC1
13) Nc1nc(-c2ccc3c(c2)CCCC3)cs1
14) CC(=O)c1ccc(OCc2cccc(C(F)(F)F)c2)cc1O
15) O=C(CCC(=O)N1CCOc2ccc(Cl)cc21)NCCCN1CCN(c2ccccc2F)CC1
16) O=C(NC1CCCCC1)c1cccnc1C(=O)O
Assay by compound	9	10	11	12	13	14	15	16
SUMO1-SIM PPI	0	-3	1	1	-1	0	-1	4
LMPTP block	2.6	0.9	-1.3	-0.7	1.5	3.6	-0.2	-0.7
Neddylation inh	i	i	i	i	i	i	i	i
SKN-1 inh	18	12	4	1	26	2	2	-28
DNMT1 block	6	-10	0	4	-11	4	-1	-3
TbMetRS inhib	0.0	0.1	-0.7	0.0	-1.2	0.0	0.6	-0.3
CendR NRP1 mod	-9	-10	4	1	-14	9	8	-2
Scp1 inh	.	-3	-3	-10	-2	1	-8	-11
NadD inh	-1	-3	0	1	2	-3	5	-2
STEP block	0	-2	-3	-1	0	1	-2	0

17) Cc1nn(Cc2ccccc2Cl)c(C)c1NC(=O)c1nc2ncccn2n1
18) Cc1ccc(CN(C)CC(=O)Nc2cccc([N+](=O)[O-])c2)o1
19) O=S(=O)(Nc1cccc(-c2ccc3nncn3n2)c1)c1cccc(F)c1
20) CCc1ccc(NCc2ccc(OC)c(Cn3ccnc3)c2)cc1
21) N#C/C(=C/c1cc(Br)cs1)C(=O)NCC1CCCO1 (stereo not drawn)
22) CCCCc1nc2sc3c(c2c(=O)[nH]1)CC(C)(C)OC3
23) COc1ccc(C)cc1NC(=O)c1ccc(OCc2c(C)noc2C)cc1
24) Cc1ccc(NC(=O)c2ccccc2NC(=O)c2cccs2)cc1
Assay by compound	17	18	19	20	21	22	23	24
SUMO1-SIM PPI	0	-12	-14	-4	-22	0	11	-4
LMPTP block	-1.8	-0.4	-0.2	-0.4	0.0	-1.3	0.8	1.2
Neddylation inh	i	i	i	i	i	i	i	i
SKN-1 inh	10	15	7	-15	1	-10	-9	-18
DNMT1 block	1	-3	4	-3	0	0	2	-4
TbMetRS inhib	-0.3	0.8	-0.1	-1.2	-1.3	-0.5	-0.5	-0.5
CendR NRP1 mod	5	-1	-7	9	0	6	3	4
Scp1 inh	-15	-10	1	-10	0	-2	-7	-6
NadD inh	1	-3	0	-3	-4	-2	-3	-3
STEP block	-1	0	2	-2	3	-2	-2	-1

25) CSc1nc2ccc(NC(=O)C3=NN(c4ccccc4)C(=O)CC3)cc2s1
26) O=C(c1cc2ccccc2o1)N(Cc1nnc(-c2ccccc2Cl)o1)C1CC1
27) CC(C)CC(N)c1csc(Nc2ccc(C(F)(F)F)cn2)n1 (stereo not drawn)
28) Cc1ccc(CNC(=O)C2CCN(S(=O)(=O)N3CCC(C)CC3)CC2)cc1
29) O=C1CS/C(=N\N=C\c2ccccc2Cl)N1CC1CC1
30) O=C(Cn1nc(-c2cccs2)ccc1=O)Nc1ccc(Br)cc1
31) CC(=O)N1c2ccc(S(=O)(=O)NCC3CCC(C(=O)N4CCCCC4)CC3)cc2CC1C (stereo not drawn)
32) CCOC(=O)N1CCC(N(CCOC)C(=O)Nc2ccc(C)c(C)c2)CC1
Assay by compound	25	26	27	28	29	30	31	32
SUMO1-SIM PPI	1	0	-27	5	3	-16	2	2
LMPTP block	2.0	0.0	-3.6	-1.8	1.6	1.4	0.5	-3.1
Neddylation inh	i	i	i	i	i	i	i	i
SKN-1 inh	-21	-2	16	2	2	4	8	6
DNMT1 block	-8	-1	5	1	1	-4	1	0
TbMetRS inhib	-0.5	-0.5	-0.2	0.0	3.2	1.6	-0.5	-1.0
CendR NRP1 mod	-3	5	2	-1	4	10	0	-9
Scp1 inh	-6	-3	.	.	3	-14	-3	-9
NadD inh	-8	-10	-3	-7	-1	-13	6	6
STEP block	-2	0	1	4	2	-2	2	0

33) COc1ccc(S(=O)(=O)N(CC(=O)N2CCOCC2)c2cc(Cl)ccc2OC)cc1OC
34) COc1ccccc1N1CCN(C(=O)CCCn2c(=O)[nH]c3ccsc3c2=O)CC1
35) Cc1c(S(=O)(=O)c2ccccn2)c(N)n(Cc2ccccc2)c1C
36) O=C(O)CN1C(=O)/C(=C\c2cc(Br)ccc2OCc2ccc(Cl)cc2Cl)SC1=S
37) COc1ccc(CCNC(=O)c2ccc(CNS(=O)(=O)c3ccc(C(C)(C)C)cc3)cc2)cc1OC
38) COc1ccccc1C(=O)NC(=S)Nc1ccc(N2CCN(C(=O)c3ccco3)CC2)cc1
39) CC(NCc1ccc(OCC(N)=O)cc1)C12CC3CC(CC(C3)C1)C2 (stereo not drawn)
40) O=C(C/C=N/OCc1c(Cl)cccc1Cl)c1cnc(-c2ccccc2)s1
Assay by compound	33	34	35	36	37	38	39	40
SUMO1-SIM PPI	3	-1	-6	78*	0	-1	2	-7
LMPTP block	0.1	2.4	3.2	67*	0.2	6.4	-0.3	4.4
Neddylation inh	i	i	i	i	i	i	i	i
SKN-1 inh	0	-20	20	-8	9	9	12	4
DNMT1 block	2	2	-14	95*	-7	-2	1	1
TbMetRS inhib	-0.1	-0.3	-0.2	0.9	-0.4	0.1	-0.1	-1.3
CendR NRP1 mod	-3	-13	-66	-117	0	0	2	-14
Scp1 inh	-5	-9	10	31	7	-8	-3	-11
NadD inh	1	-2	4	36*	-8	-2	-1	8
STEP block	2	-2	2	15	-1	2	2	-1

Structures listed so far containing a furan ring, fused or not, in the order listed:
1) COc1ccc(-c2ccc3oc(-c4ccsc4)c(-c4ccc(OC)cc4)c3c2)cc1
18) Cc1ccc(CN(C)CC(=O)Nc2cccc([N+](=O)[O-])c2)o1
26) O=C(c1cc2ccccc2o1)N(Cc1nnc(-c2ccccc2Cl)o1)C1CC1
38) COc1ccccc1C(=O)NC(=S)Nc1ccc(N2CCN(C(=O)c3ccco3)CC2)cc1
Assay by compound	1	18	26	38
SUMO1-SIM PPI	1	-12	0	-1
LMPTP block	0.6	-0.4	0.0	6.4
Neddylation inh	i	i	i	i
SKN-1 inh	12	15	-2	9
DNMT1 block	10	-3	-1	-2
TbMetRS inhib	-0.1	0.8	-0.5	0.1
CendR NRP1 mod	6	-1	5	0
Scp1 inh	3	-10	-3	-8
NadD inh	6	-3	-10	-2
STEP block	-1	0	0	2

Next part:
41) COCCNC(=O)C1(C)CCN(Cc2ccc(C(C)C)cc2)C1 (stereo not drawn)
42) Cc1ccccc1C1NC(=O)Cc2ccccc21 (stereo not drawn)
43) CCOC(=O)[C@H]1[C@H]2COc3ccccc3[C@@H]2N2C(=O)CNC(=O)[C@@]12C
44) COc1ccc(C[C@H]2CN3C(=NC[C@@H]3Cc3ccc(O)cc3)N2C[C@H](C)NC(=O)CCC2CCCCC2)cc1
45) Cc1ccc(N(C(=O)c2snc(C(N)=O)c2N)C(C(=O)NC2CCCC2)c2ccc(C)o2)cc1 (stereo not drawn)
46) CCOc1ccc(N(CC(=O)Nc2ccc(Br)cc2)S(C)(=O)=O)cc1
47) CCOc1ncccc1C(=O)N1CCN(c2ccc(C(F)(F)F)cn2)CC1
48) CCCCc1nnc(NC(=O)CCSc2ccccc2)s1
Assay by compound	41	42	43	44	45	46	47	48
SUMO1-SIM PPI	-6	-1	-1	-14	-3	3	1	2
LMPTP block	-0.7	-0.9	-2.4	4.8	2.0	0.5	3.6	-0.3
Neddylation inh	i	i	i	i	.	i	i	i
SKN-1 inh	-5	-15	0	12	6	12	4	10
DNMT1 block	-5	2	3	-4	-3	-1	-1	3
TbMetRS inhib	-0.1	-1.4	-0.7	-0.1	-0.7	1.4	-0.7	-0.7
CendR NRP1 mod	-14	-3	12	23	10	-3	-4	-15
Scp1 inh	.	3	4	3	-1	-2	-7	-11
NadD inh	-5	-6	0	9	-1	-15	-5	-1
STEP block	1	-2	-3	6	1	-2	-3	8

49) Cc1cccc(OC(C)C(=O)N(Cc2cccs2)C2CCS(=O)(=O)C2)c1C (stereo not drawn)
50) CCOc1ccc(/C=N/NC(=O)c2cccc3ccccc23)c(OCC)c1
51) O=C(NCCC(=O)N1CCN(c2ccccc2F)CC1)c1ccco1
52) COc1ccc(Nc2nc(C(=O)NCCCN3CCOCC3)cs2)cc1
53) Cc1ccc(NC(=O)c2cc3cccc([N+](=O)[O-])c3[nH]2)cc1
Assay by compound	49	50	51	52	53
SUMO1-SIM PPI	5	0	4	3	-12
LMPTP block	-0.8	4.4	-1.0	-0.8	1.6
Neddylation inh	i	i	i	i	i
SKN-1 inh	9	11	5	33*	2
DNMT1 block	3	-1	1	-4	-4
TbMetRS inhib	-0.2	-0.3	-0.3	-1.5	-0.4
CendR NRP1 mod	-3	4	-12	-9	6
Scp1 inh	-8	-2	0	-6	-5
NadD inh	-4	8	-2	1	-3
STEP block	3	3	2	0	1
